SW480 rerep: induces DNA re-replication in SW480 colon adenocarcinoma cells; SW480 DNA re-replication, Hoechst DNA content imaging, 48 h; Potency, µM (highest dose often 46.1 µM), for the others: at the highest dose re-replication activation, usual class: activators; 1.8% of 340,000 active; AID 624297; also: % of control where 0% means no effect; nearly all actives have a fitted effect of over 55% in size
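Image-based DNA-content assay: after two days of treatment, nuclei were labelled with the DNA dye Hoechst and imaged, and hits were compounds raising the count of nuclei showing high fluorescence intensity.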
HEK293 tox: cytotoxicity counter-screen for GLP-1 receptor inverse agonists; AID 624418; Potency, µM (highest dose often 38.3 µM), for inactives: top-dose activity change, negative = inhibition, hits mostly inhibitors; 0.13% of 410,000 active; HEK293 cAMP-luciferase reporter cells, luminescence, 24 h;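 also: loss of luciferase light is scored as toxicity; % is scaled to controls: 0 for no effect and ±100 for the full control effect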
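Quantitative HTS format, 1536 wells, 200 cells/uL seeded. Compounds: 23 nL, 24 h, 37 °C. Detection: luciferase reagent, luminescence at 12 min RT; decreased signal taken as cytotoxic.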
HT1080 IDH1KD tx: kills HT-1080 cells with IDH1 knockdown; HT-1080 IDH1 knockdown viability, ATP luminescence, 48 h; Potency, µM (top dose mostly 46.1 µM), for inactives: at the top dose activity, negative = toxicity, hits mostly cytotoxic; 2% of 360,000 active; AID 686971;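 also: 0% = DMSO wells and -100% = cell-free medium wells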
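CellTiter-Glo luminescence after 48 h compound exposure at 37 degrees C of IDH1-knockdown HT-1080 cells in 5% FBS RPMI. %Activity scaled between DMSO wells and cell-free media wells, with curves fitted and assigned curve classes.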
HT1080-NT tox: kills 2HG-producing HT-1080-NT fibrosarcoma cells; 1.6% of 360,000 active; HT-1080-NT fibrosarcoma viability, CellTiter-Glo ATP luminescence, 48 h; AID 686970; Potency, µM (highest dose often 46.1 µM), without a hit: at the top dose activity, negative = less viability, most hits filed as cytotoxic;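 also: NT is the 2HG producing partner of a matched IDH1 knockdown line; 0% = DMSO-treated cells and -100% = media-only wells without cells; nearly all actives have a fitted effect of over 55% in size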
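Viability by CellTiter-Glo luminescence after 48 h compound exposure at 37C of HT-1080-NT cells (750/well, RPMI, 5% FBS). % activity scaled between DMSO wells and medium-only wells, then curve-fitted and categorized by curve class.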
KB-V1 MDR tox: KB-V1 MDR subline cytotoxicity; KB-V1 MDR cells viability, CellTiter-Glo, 72 h; Potency, µM (doses to about 46.1 µM), inactives show top-dose activity change, negative = cytotoxicity, actives largely listed as cytotoxic; 3.4% of 400,000 active; AID 1347076; also: % is scaled to controls: 0 for no effect and ±100 for the full control effect; nearly all actives have a fitted effect of over 60% in size
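KB-V1, DMEM (no phenol red) + 10% FBS; cpd pin-transferred, titration series; 72 h, 37 degrees C; CellTiter-Glo, luminescence. Data normalized, curve-fit.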
GLP1R ag: activates the human GLP-1 receptor | P43220 | HEK293 GLP-1R CRE-luciferase, luminescence, 4-6 h; cells express a hypersensitive GLP-1R form | Potency, µM (series often up to 45.6 µM), for inactives: at the top dose activation, usual class: activators | 0.007% of 380,000 active; also: % of control where 0% means no effect
Target sequence (P43220 whole entry, looked up): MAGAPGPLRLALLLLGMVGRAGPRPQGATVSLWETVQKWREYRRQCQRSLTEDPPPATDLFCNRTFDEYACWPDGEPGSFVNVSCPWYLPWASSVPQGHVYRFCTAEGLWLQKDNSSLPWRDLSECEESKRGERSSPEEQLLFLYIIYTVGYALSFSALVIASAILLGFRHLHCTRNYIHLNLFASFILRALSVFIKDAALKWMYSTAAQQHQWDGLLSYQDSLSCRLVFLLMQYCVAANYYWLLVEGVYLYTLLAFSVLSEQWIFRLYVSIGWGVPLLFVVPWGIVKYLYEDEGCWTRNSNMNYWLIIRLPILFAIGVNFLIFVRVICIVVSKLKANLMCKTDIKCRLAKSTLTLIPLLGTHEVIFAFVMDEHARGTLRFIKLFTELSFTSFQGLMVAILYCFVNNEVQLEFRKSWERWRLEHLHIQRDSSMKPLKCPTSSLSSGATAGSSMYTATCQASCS
TDP43 rescue: TDP-43 toxicity inhibition in yeast | TDP-43 expressing yeast growth rescue, BacTiter-Glo, 24 h | 1.8% of 410,000 active | AID 652104 | Potency, µM (series often up to 46.1 µM), without a hit: top-dose growth rescue (activation), hits mostly activators; also: % of control where 0% means no effect; nearly all actives have a fitted effect of over 50% in size
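Readout is BacTiter-Glo luminescence of cell growth, so inhibitors register as activators. TDP-43-expressing yeast at OD600=0.02 in galactose medium, after raffinose pregrowth to mid-log, were incubated with compound for 24 hr at 30 deg C.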
GLP-1R inv ag: acts as inverse agonist at human GLP-1 receptor. 1.6% of 410,000 active. P43220. Potency, µM (series often up to 38.3 µM), inactives show top-dose activity change, negative = inhibition, usual class: inhibitors. HEK293 GLP-1R CRE-luciferase, luminescence, 24 h; GLP-1R form is constitutively active; also: % is scaled to controls: 0 for no effect and ±100 for the full control effect; nearly all actives have a fitted effect of over 55% in size
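Seeding at 200 cells/uL, 12 h culture, 24 hr compound treatment, then luciferase reagent and a luminescence read; cells are HEK293 stably expressing a constitutively active GLP-1R plus cAMP-responsive luciferase.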
KB-3-1 cytotox: kills parental KB-3-1 adenocarcinoma cells; KB-3-1 viability, CellTiter-Glo ATP luminescence, 72 h; Potency, µM (series often up to 46.1 µM), for the others: at the highest dose activity change, negative = cytotoxic, actives largely listed as cytotoxic; 1.4% of 400,000 active; also: % is scaled to controls: 0 for no effect and ±100 for the full control effect; nearly all actives have a fitted effect of over 60% in size
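Viability of parental KB-3-1 cells, measured by CellTiter-Glo luminescence, followed a 72 h incubation at 37 °C with pinned compounds in phenol-red-free DMEM containing 10% FBS.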
Numbers without * were called inactive; i = inactive; ? = inconclusive; nt = not tested or not shown; & = joins results of further samples; [ ] = another dose, or the depositor's remark. Calls follow the shape of the dose curve; as a rule, active = well fitted curve in the direction sought with a large enough effect; inconclusive = small, poorly fitted or top-dose-only effect, or another doubt; inactive = no such curve, though single readings can be large; an effect the other way counts as inactive or inconclusive. Potency is read from the fitted curve at half-maximal effect.

Each structure is followed by: SW480 rerep, HEK293 tox, HT1080 IDH1KD tx, HT1080-NT tox, KB-V1 MDR tox, GLP1R ag, TDP43 rescue, GLP-1R inv ag, KB-3-1 cytotox
O=C(Cn1cnc2c(oc3ccccc32)c1=O)NCC1CCCO1 (centres undefined)
    -4%, -3%, 1%, -4%, -5%, 6%, -12%, 7%, -7%
N#Cc1c(=O)c2nc(NCCCO)ncc2n2c(=O)c3ccccc3[nH]c12
    ?, 28%, 9%, 3%, -3%, -1%, -5%, 6%, 11%
CCOc1ccc(Oc2ccc(S(=O)(=O)N3CCOCC3)cc2NC(=O)CCNC(C)=O)cc1
    -39%[inhibitor], -7%, 2%, -1%, 15%, 12%, -8%, -4%, 10%
CCCCN(C)CCNC(=O)CN1C(=O)CSc2ccc(S(=O)(=O)N3CCCCC3)cc21
    1%, -10%&-6%, 5%, 0%, 22%&0%, -2%&-3%, 11%&-2%, ?, -7%&2%
Cc1ccccc1C1CCCN(Cc2nc(C3CC3)no2)C1 (centres undefined)
    ?, -5%, -9%, -2%, ?, 5%, 0%, ?, 14%
COC(=O)C1SCC2C(=O)N(Cc3ccc(F)cc3)CC(=O)N21 (centres undefined)
    -17%, 6%, 5%, 9%, 16%, -6%, 4%, 2%, 1%
CCOc1ccc(CNC(=S)N/N=C/c2ccncc2)cc1
    ?, ?, -1%, -4%, 6%, -5%, -2%, ?, 2%
Cc1ccc(NS(=O)(=O)c2ccc(C(=O)NCC3CCCO3)cc2)cc1 (centres undefined)
    -84%, -1%, -5%, -5%, ?, 3%, -2%, -6%, -3%
O=C(Nc1ccc2c(c1)nc1n2CCOC1)C1CCCCC1
    -11%, -14%, 6%, 9%, 1%, -4%, 20%, 16%, 11%
O=C(CN1C(=O)CSc2ccc(S(=O)(=O)N3CCOCC3)cc21)NCCCN1CCOCC1
    0%, 4%, 0%, -3%, -7%, 6%, -14%[1.82 µM], 7%, -4%
O=C(NNc1cc(Cl)ccc1Cl)c1cccnc1Cl
    3%, -5%, -11%, -27%, -3%, 5%, -10%[9.22 µM], ?, -3%
O=C(CSc1nnc(-c2ccc(F)cc2)o1)N1CCN(C(=O)c2ccco2)CC1
    4%, 3%, 0%, 2%, 0%, 1%, -7%, 0%, 19%
CCOC(=O)N1CCN(c2ccc(N3C(=O)CCCC3=O)cc2[N+](=O)[O-])CC1
    2%, -4%, 5%, 29%, 21%, -1%, -8%, -16%, 0%
Cc1ccnc(NC(=O)CNC(=O)c2ccco2)c1
    0%, -2%, 23%, 3%, -2%, -13%, 21%, -23%, 28%
Cc1nc(C(N)=O)c(N)n1CCc1ccccc1
    2%, -10%, -6%, -2%, -1%, 3%, -18%, 3%, -4%
CC(C)CCNC(=O)c1ccc(Cn2c(SCC(=O)NC(C)C)nc3ccccc3c2=O)cc1
    nt, 2%, nt, nt, -8%, 11%, 1%, 7%, -1%
NC(=NCCc1c[nH]c2ccccc12)NC(=O)c1ccc(Cl)cc1
    17%, ?, ?, ?, 7%, -2%, -8%, ?, -28%
COc1ccccc1OCCCC(=O)NCc1ccco1
    0%, -4%, 17%, 12%, 1%, 0%, -22%, 14%, 1%
COc1cc(/C=C/C(=O)OCC(=O)NCCCc2ccccc2)cc(OC)c1OC
    -3%, -5%, 14%, -7%, 0%, 7%, 12%, 14%, 16%
Cc1cc(C)cc(NC(=O)C2CCCC2)c1
    -9%, 5%, 2%, 11%, 0%, 14%, -27%, 0%, -5%
S=C(NCc1ccco1)Nc1cccc(Cl)c1Cl
    -2%, 8%, -5%, -8%, 5%, 17%, ?, ?, -4%
COc1ccc(C(=O)CC(=O)C(=O)Nc2cccc([N+](=O)[O-])c2C)cc1
    ?, -9%, -17%, -27%, -6%, 5%, -36%[inhibitor], -13%, -13%
Cc1occc1C(=O)N1CCCC(CCC(=O)NCc2ccc(F)c(F)c2)C1 (centres undefined)
    -2%, 1%[7.66 µM], 21%, -9%, ?, 0%, -25%, -13%[7.66 µM], 8%
O=C1c2ccccc2C(=O)N1CCC(=O)N1CCc2ccccc21
    -5%, 1%, 7%, -1%[9.24 µM], 4%, -15%, -24%, -2%, -13%
CCOC(=O)Cc1c(C)nc2c(-c3ccccc3OC)c(C)nn2c1C
    1%, -18%, 5%, 7%, -7%, 0%, -6%, ?, 8%
O=C(COC(=O)c1cccc(NS(=O)(=O)c2ccc(F)c(F)c2)c1)NC(=O)NC1CCCCC1
    -6%, ?, ?, ?, -18%, 0%, -20%, ?, -5%
c1ccc(-c2nnc(OCCN3CCOCC3)c3ccccc23)cc1
    -17%, -6%, 15%, 9%, 2%, 12%, 4%, 22%, 2%
O=C1CC(N2CCN(c3ccccc3)CC2)C(=O)N1c1ccc2c(c1)OCO2 (centres undefined)
    -8%, 0%, 10%, 12%, 0%, 0%, -1%, 5%, 4%
CC(C)C(=O)N1CCN(c2nc(-c3ccccc3)c3c(c2C#N)CC(C)(C)OC3)CC1
    -7%, 16%, -9%, -4%, 15%, 16%, ?, ?, -4%
O=C(NCCCc1ccccc1)C(=O)NCC1OCCN1S(=O)(=O)c1ccccc1 (centres undefined)
    -1%, 11%, -10%, -1%, ?, -4%, -14%, -5%, 11%
O=c1cc(C(F)(F)F)[nH]c2c(C(F)(F)F)cccc12
    ?, ?, ?, ?, ?, -4%, ?, ?, 0%
O=C(Cn1c(=O)n(-c2ccccc2Cl)c(=O)c2sc3ccccc3c21)NC1CCCC1
    nt, -10%, nt, nt, 8%, 0%, 22%, 5%, 13%
COCC(=O)N1CCC(n2nnc3cc(C(F)(F)F)ccc32)CC1
    -60%[inhibitor], -38%, -6%, 6%, -3%, 9%, -7%, 16%, -4%
COc1ccc(-c2cc3ccc(O)c(CN4CCC(C)CC4)c3oc2=O)cc1OC
    nt, i, nt, nt, 10%, nt, 23%[9.22 µM], 14%, 8%
COc1ccccc1NC(=O)CSC1=Nc2ccccc2C2=NC(CC(=O)NCc3ccccc3)C(=O)N12 (centres undefined)
    nt, -2%, nt, nt, -2%, nt, -13%, -1%, -4%
COc1cccc(NC(=S)NC2CC3CCCC(C2)N3CC(C)C)c1 (centres undefined)
    -17%, 3%, 1%, 12%, 7%, 5%, 22%, -26%, 12%
CCN(CC)c1ccc(Nc2nc(-c3cccnc3)cs2)cc1
    1%, 4%, -5%, -1%, 1%, 20%, 8%, ?, 0%
COC(=O)Cc1c(C)c2ccc(OCC(=O)c3ccc(OC)c(OC)c3)cc2oc1=O
    -4%, -8%, 11%, 8%, 6%, 14%, -10%, 14%, 2%
COc1ccc2c(C)c(CCC(=O)NCc3ccccc3OC)c(=O)oc2c1
    nt, -5%, nt, nt, -7%, nt, 0%, -8%, -2%
COC(=O)c1ccc(NC(=O)CSC2=Nc3ccccc3C3CC=NN23)cc1 (centres undefined)
    -5%, 16%, -3%, -7%, 16µM*, 3%, 3%, 35%[activator], -5%
CC(=O)N1CCC(=NNc2nc3ccccc3[nH]2)CC1
    ?, -12%, -20%, -25%, 3%, 6%, -21%, -18%, -1%
O=C(CSCc1ccc([N+](=O)[O-])cc1)NC1CCCCCC1
    4%, -8%, 3%, 3%, -12%, 16%, 20%, ?, 5%
COc1ccccc1-c1cnc2c(c1)C(=O)N([C@@H](C)CO)C[C@@H](C)[C@H](CN(C)C(=O)c1cccnc1)O2
    nt, 3%, 6%, 5%, ?, 5%, ?, 17%, 4%
COC(=O)c1ccccc1NC(=O)CCS(=O)(=O)c1ccc(Br)cc1
    -4%, 7%, 6%, 12%, 0%, 4%, 29%, 10%, -1%
CN(C)C(=O)CN1CCN(Cc2cn(C)nc2-c2ccc3c(c2)OCCO3)CC1
    4%, -12%, -6%, 7%, 16%, 9%, -7%[0.397 µM], 60%[activator], 6%
COc1ccc(N2CC(NC(=O)c3ccco3)CC2=O)cc1OC (centres undefined)
    nt, 1%, nt, nt, 5%, 0%, 15%, 13%, 5%
O=C(NC1CCSc2ccccc21)c1ccc([N+](=O)[O-])cc1 (centres undefined)
    -5%, -10%, -3%, -5%, -8%, 5%, ?, ?, -2%
COc1ccc(OCC(=O)N/N=C/C=C/c2ccccc2)cc1
    -3%, -3%, 21%, 8%, 0%, 15%, 14%, ?, -3%
CCN(CC)S(=O)(=O)c1ccc2c(c1)nc(SCC(=O)NCC1CCCO1)n2CC (centres undefined)
    -82%[inhibitor], -2%, 10%, -2%, -4%, 0%, 14%, 22%, 15%
CC1(C(=O)NS(=O)(=O)Cc2ccccc2)CCN1C(=O)CCc1ccccc1 (centres undefined)
    nt, 1%, ?, 10%, 17%, -3%, 22%, -18%, 0%
Cc1ccc(C)c(S(=O)(=O)N2CCN(C(=O)CCNC(=O)c3ccc(Br)cc3)CC2)c1
    30%, -27%, 1%, 3%, ?, -5%, 25%, ?, 29%
CCOC(=O)c1[nH]c2ccc(OCC)cc2c1NC(=O)CN1CCC2(CC1)OCCO2
    -6%, 9%, -7%, -1%, -21%, 6%, 3%, 20%, 0%
CCOC(=O)c1c(C)[nH]c(C)c1C(=O)COC(=O)/C=C/c1ccc(Cl)cc1
    -2%, 5%, 0%, 2%, ?, 2%, -11%, 0%, -1%
O=C(CN1CCCCC1)c1c[nH]c2ccccc12
    -42%, -3%, -2%, 0%, -2%, -5%, 15%, 23%, 18%
CCOc1ccc(/C=C/C2=CC(C)(C)NC(=S)N2)cc1
    5%, 5.6µM*, ?, -8%, ?, 5%, 23%, ?, -5%
COc1c(/C=C2\SC(=Nc3ccccc3Cl)NC2=O)cccc1[N+](=O)[O-]
    1%, 7%, 0%, 1%, -2%, 16%, -1%, 21%, -3%

Nothing new here: entries from further up.
Each structure is followed by: SW480 rerep, HEK293 tox, HT1080 IDH1KD tx, HT1080-NT tox, KB-V1 MDR tox, GLP1R ag, TDP43 rescue, GLP-1R inv ag, KB-3-1 cytotox
CCOc1ccc(/C=C/C2=CC(C)(C)NC(=S)N2)cc1
    5%, 5.6µM*, ?, -8%, ?, 5%, 23%, ?, -5%
COc1c(/C=C2\SC(=Nc3ccccc3Cl)NC2=O)cccc1[N+](=O)[O-]
    1%, 7%, 0%, 1%, -2%, 16%, -1%, 21%, -3%

Compounds were not picked by outcome; overall some 9.4% were active at least once.
